Vif inh – inhibitors of HIV Vif. HEK293T cells, Vif self-association by quenched fluorescence, imaging, 24 h. inhibition, % at 7.49 µM. hit rate 0.35% among 340,000. AID 602346; in the data active = inhibition above about 50%, passing the limit was not always enough; inconclusive = no clear call, values can overlap the other calls; inactive = below about 31%; also: some results filed as inactive read as strong as hits
CaV13 FRET inh – Primary screen for inhibitors of IQ motif and Ca2+-dependent inactivation inhibitor domain binding in CACNA1D, Förster resonance energy transfer in living cells, …. HEK cells, CFP/YFP FRET ICDI-IQ, plate reader, 10 min; percent FRET-ratio fall versus neutral wells. inhibition, % at 12.3 µM. hit rate 0.098% among 340,000. AID 743397;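 active = mean replicate inhibition of at least 30% and at least 1% of replicates passing that level; inconclusive = only one of the two criteria is met; inactive = neither criterion is met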;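 also: 0% = median of the neutral control wells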
NR2E3 ag-1 – agonists of human nuclear receptor NR2E3 | GST-NR2E3/biotin-RetCOR TR-FRET, 1536-well | inhibition of corepressor binding, % at 4.78 µM | hit rate 0.12% among 320,000 | AID 2300;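 active = percent inhibition above the cutoff of mean plus 3 SD of all tested compounds, set per screening campaign, cut at about 20% in these data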;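 also: 0% = DMSO wells and 100% = biotin wells as full block of FRET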
Target sequence (Q9Y5X4 whole entry, looked up): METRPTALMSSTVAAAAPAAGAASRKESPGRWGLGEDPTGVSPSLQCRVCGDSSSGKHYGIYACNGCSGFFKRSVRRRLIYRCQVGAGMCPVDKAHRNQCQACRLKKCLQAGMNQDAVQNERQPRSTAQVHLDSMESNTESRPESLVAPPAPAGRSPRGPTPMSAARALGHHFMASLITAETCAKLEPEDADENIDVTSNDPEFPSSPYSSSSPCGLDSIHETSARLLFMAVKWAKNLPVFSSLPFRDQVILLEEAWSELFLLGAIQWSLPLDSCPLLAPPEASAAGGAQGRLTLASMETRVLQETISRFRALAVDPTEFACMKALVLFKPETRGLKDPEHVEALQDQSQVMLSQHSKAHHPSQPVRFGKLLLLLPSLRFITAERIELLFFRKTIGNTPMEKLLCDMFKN
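Format: 1536-well format; test system: GST-NR2E3 and biotin-RetCOR proteins; read-out basis: percent inhibition of TR-FRET ratio; timing: 5 h incubation at 4 °C; detection: time-resolved FRET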
CF NFkB block – blocks PAF-induced NF-kB reporter in cystic fibrosis cells; KKLEB NF-kB-GFP reporter, GFP fluorescence overnight; inhibition, % at 5 µM; hit rate 0.86% among 360,000;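 active = at least 50% inhibition at 5 µM, scaled per plate between neutral and stimulator controls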;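 also: PAF is a Pseudomonas aeruginosa culture filtrate used as stimulus; plate controls were PAF-stimulated DMSO wells for no effect and unstimulated DMSO wells for full effect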
HIF-2a inh – inhibitors of HIF-2a; 786-0 RCC cells HIF-2a reporter, luciferase luminescence, overnight; inhibition, % at 18.8 µM; hit rate 0.72% among 360,000; AID 624352;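 active = inhibition of the luminescence signal of 40% or more relative to plate controls, in a single-dose primary screen at 18.75 µM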
PDI turbidity – inhibitors of human protein disulfide isomerase; PDI insulin aggregation turbidity, A650, 90 min; inhibition, % at 10 µM; hit rate 0.052% among 350,000; AID 588391;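 active = mean inhibition across replicates of 30% or more, whatever share of single replicates reach that level; inconclusive = mean inhibition below 30% while every single replicate reaches 30%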;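 also: absorbance from insulin aggregation driven by PDI reduction with DTT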
Target sequence (P07237 whole entry, looked up): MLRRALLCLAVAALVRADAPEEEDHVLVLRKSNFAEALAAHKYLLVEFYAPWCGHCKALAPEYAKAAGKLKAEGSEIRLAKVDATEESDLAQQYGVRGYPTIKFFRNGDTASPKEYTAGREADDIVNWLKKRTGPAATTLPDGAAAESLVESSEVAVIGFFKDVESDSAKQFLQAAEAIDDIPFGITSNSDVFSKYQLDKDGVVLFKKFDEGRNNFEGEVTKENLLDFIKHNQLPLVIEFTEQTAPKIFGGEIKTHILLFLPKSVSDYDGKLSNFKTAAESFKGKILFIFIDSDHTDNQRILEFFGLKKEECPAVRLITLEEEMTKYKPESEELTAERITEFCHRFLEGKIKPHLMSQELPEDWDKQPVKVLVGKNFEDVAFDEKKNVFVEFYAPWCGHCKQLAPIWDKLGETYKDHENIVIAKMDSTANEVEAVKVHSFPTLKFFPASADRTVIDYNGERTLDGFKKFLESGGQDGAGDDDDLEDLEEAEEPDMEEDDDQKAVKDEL
MITF TRPM1 inh – inhibitors of MITF-driven TRPM1 promoter in melanoma cells; hit rate 0.83% among 330,000; SK-MEL-5 TRPM1 promoter luciferase, 24 h; inhibition, % at 12.5 µM;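 active = mean inhibition across replicates of 60% or more, whatever share of single replicates reaches that level; inconclusive = some that reach 60%, reason not given; inactive = mean inhibition across replicates below 60%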; also: values of inactives mirror those of a sister screen read the other way
KKLEB cytotox – reduces viability of KKLEB cystic fibrosis airway cells; KKLEB CF airway cells viability, ATPlite luminescence, overnight; stronger effect = lower value; cells stimulated with P. aeruginosa culture filtrate; activity change (cytotoxicity), % at 5 µM; hit rate 0.36% among 360,000;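 active = corrected activity change at or below -50% at 5 µM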
Peg3 prom inh – Peg3 promoter activity inhibition; HeLa PEG-Prom luciferase reporter, luminescence, overnight; inhibition, % at 20 µM; hit rate 1.7% among 360,000;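 active = inhibition of at least 50% at 20 µM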
Shn3 inh set2 – reduces Shn3 3'UTR luciferase signal in osteoblasts | Clone20 osteoblast Shn3 3'UTR firefly luciferase, 24 h | inhibition, % at 12.5 µM | hit rate 0.52% among 360,000 | AID 588674;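 active = mean inhibition of at least 75% with every replicate also reaching 75%; inconclusive = mean inhibition at least 75% but some replicate below; inactive = mean inhibition below 75%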;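 also: 0% = median of neutral control wells and 100% = pilot-screen positive control compound; some compounds past the cut are filed as inactive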
NR2E3 ag-2 – human photoreceptor-specific nuclear receptor agonism. Q9Y5X4. CHO-S Gal4-NCOR/VP16-NR2E3 two-hybrid, luciferase. inhibition of corepressor binding, % at 3.98 µM. hit rate 0.35% among 360,000. AID 602229;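 active = inhibition above the mean of all tested compounds plus 3 SD, cut at about 70% in these data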;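 also: 0% = DMSO with NR2E3 transfected cells and 100% = cells lacking NR2E3 construct; higher means lower luciferase signal from less NR2E3 corepressor binding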
An asterisk follows results filed as active; ? = inconclusive; · = not tested or not shown. Outcome played no part in choosing rows. Share with any hit: about 3.3%.

SMILES	Vif inh	CaV13 FRET inh	NR2E3 ag-1	CF NFkB block	HIF-2a inh	PDI turbidity	MITF TRPM1 inh	KKLEB cytotox	Peg3 prom inh	Shn3 inh set2	NR2E3 ag-2
COCCCNC(=O)C(F)(F)C(F)(F)C(=O)NCCCOC	20	·	0	9	13	5	-5	4	11	-10	-12
COc1ccc(C2=NOC(C(=O)NCc3ccccc3)C2)cc1 (stereo unspecified)	7	-7	2	32	-53	-8	12	-23	-5	8	9
COC(=O)c1ccc(COc2ncnc3ccccc23)o1	-12	-7	1	9	7	-1	0	-10	-2	-4	16
O=C(Nn1c(SCc2ccccc2F)nc2ccsc2c1=O)c1ccccc1	1	-5	-3	0	-2	-5	6	16	-30	-16	0
CCOC(=O)/C(C#N)=C\c1cccnc1	1	1	1	10	19	-1	-3	5	21	-12	-6
CCOC(=O)c1sc(NC(=O)c2ccc(OC(C)=O)cc2)nc1C	-4	-3	-1	9	-182	-3	-32	-10	-122	-31	-49
CCC(=O)c1cn(CC(=O)NCc2cccnc2)c2ccccc12	-1	-7	1	-11	-11	5	2	4	-5	-11	-13
COC(=O)c1ccc(C(=O)OC)c(NC(=S)N2CCC(N3CCCCC3)CC2)c1	-9	-6	2	12	-6	4	-16	-11	15	·	-11
CCCCNC(=O)/C=C/c1ccc(OC)c(Br)c1	-2	-4	-1	-25	-91	-2	-30	25	-32	4	-24
COc1ccc(C(CNC(=O)c2cccc(S(=O)(=O)Nc3ccccc3OC)c2)N2CCCCC2)cc1 (stereo unspecified)	-5	-7	·	-20	-9	-5	-26	-5	-4	2	-4
Cc1nc(C(=O)N2CCCC(C(=O)c3ccc(Cl)cc3)C2)cs1 (stereo unspecified)	?	-1	-2	6	4	4	16	2	7	-5	-8
CCN(CC)S(=O)(=O)c1ccc2c(c1)nc(SCC(=O)N(C)C1CCS(=O)(=O)C1)n2CC (stereo unspecified)	-6	-6	-1	-9	3	7	-2	10	13	-1	-7

Three compounds from above, ordered by the value under HIF-2a inh, falling:
SMILES	HIF-2a inh
COCCCNC(=O)C(F)(F)C(F)(F)C(=O)NCCCOC	13
CCC(=O)c1cn(CC(=O)NCc2cccnc2)c2ccccc12	-11
CCCCNC(=O)/C=C/c1ccc(OC)c(Br)c1	-91

Next part.
SMILES	Vif inh	CaV13 FRET inh	NR2E3 ag-1	CF NFkB block	HIF-2a inh	PDI turbidity	MITF TRPM1 inh	KKLEB cytotox	Peg3 prom inh	Shn3 inh set2	NR2E3 ag-2
CS(=O)(=O)Nc1ccccc1N=C(c1ccccc1)c1ccccc1	3	-6	5	-13	8	5	12	1	10	-11	8
Fc1cccc(CN(C2=NCCN2)c2c(Cl)cccc2Cl)c1	-3	-5	1	-31	5	1	-4	11	-8	4	2
COc1ccc(Oc2nc(-c3ccccc3)ncc2C(=O)O)cc1	-2	-4	-1	-13	21	2	-9	2	16	-6	-22
COC(=O)c1ccccc1NC(=O)CCCn1nc([N+](=O)[O-])cc1C	4	-15	-1	3	-1	2	-10	2	0	3	3
COc1cccc(NC(=S)N2CCN(C)CC2)c1	4	-11	0	11	12	-20	3	2	9	-2	8
O=C(CNC(=O)c1ccc(Cl)cc1)c1ccc(Br)cc1	10	-16	1	9	-133	-12	-6	-3	-79	-14	-44
CCCNc1c(NS(=O)(=O)c2ccc(C)cc2C)c(=O)oc2ccccc12	19	-2	7	-15	1	-3	1	-2	6	-13	-1
CC(=O)CSc1cc(-c2ccccc2)nc2ncnn12	-3	7	-1	6	21	5	-9	-1	11	-23	-3
CCOC(=O)CNS(=O)(=O)c1ccc2c3c(cccc13)C(=O)N2CC	-5	-55	1	-6	4	-1	0	6	7	-2	-6
COC(=O)[C@H](Cc1ccccc1)NC(=O)CC[C@H]1O[C@@H](n2ccc(=O)[nH]c2=O)[C@H](O)[C@@H]1O	-1	-3	·	0	11	·	·	-10	-11	-4	-5
Fc1ccc(N/N=C/c2ccncc2)c(F)c1	-1	-4	-2	8	-197	7	-58	3	-215	-45	-58
O=C(C1CCC(CNS(=O)(=O)c2cccs2)CC1)N1CCN(c2ccc(F)cc2)CC1 (stereo unspecified)	-14	-4	-1	-16	10	6	50	1	9	4	39
N#Cc1ccccc1CSc1ccccn1	3	·	-2	4	-22	-11	-19	-2	-4	5	-23
N#Cc1ccc(OCC(=O)OCC(=O)Nc2cc(C(F)(F)F)ccc2N2CCOCC2)cc1	1	-5	1	-8	5	2	16	21	19	6	7
CCCCCCn1c(SCC(=O)NC2CCS(=O)(=O)C2)nc2ccccc2c1=O (stereo unspecified)	-8	-10	·	-7	-2	0	·	-7	-6	8	-21
CC[C@@H]1C/C=C\Cc2ccccc2[C@@H](C(=O)C[C@H](O)CC(C)=O)OC1=O	·	-7	·	18	19	7	13	12	-14	8	-58
Cc1ccc(S(=O)(=O)NCCNC(=O)c2cc(OCC(F)(F)F)ccc2OCC(F)(F)F)cc1	29	-3	2	-1	-1	-7	10	-3	22	5	4
COc1ccc(/C=C/C(=O)NC(=S)NNC(=O)c2cnccn2)cc1	-5	-5	1	40	1	-10	47	-12	52*	94*	-10
Cn1c(SCC(N)=O)nnc1-c1ccc(S(=O)(=O)N2CCCC2)cc1	2	-4	2	-16	18	-7	0	4	10	-6	-3
Cc1cc(C)c(OCC(=O)Nc2nnc(C3CC3)s2)c(C)c1	5	-14	·	-6	-4	-3	13	6	-7	-1	0
CC1CCN(C(=O)N[C@@H](Cc2ccccc2)C(=O)O)CC1	·	·	3	1	7	-11	-3	-6	-11	-13	12
COc1ccc(C(CCN)c2ccc3c(c2)OCO3)cc1 (stereo unspecified)	-2	-19	-1	20	15	8	-7	-6	8	-2	-8
CC(=O)NC1(NC(C)=O)CCN(C)CC1	-4	9	-1	0	15	2	8	3	7	7	-9
COC(=O)c1ccc(CO/N=C2\CCCc3nonc32)cc1	6	-7	1	5	-33	5	-19	-4	-153	4	-18
CCC(C)(C)n1nnnc1C(C(C)C)N(CCCO)Cc1cc2cc(C)ccc2[nH]c1=O (stereo unspecified)	-4	-2	2	-2	22	-8	4	7	2	11	2
Cc1ccc(N2C(=O)N(CC(=O)Nc3ccc(C)cc3Cl)C(=O)C2C)cc1 (stereo unspecified)	2	-17	-1	-5	-7	0	-4	0	-3	11	11
C/C(=N\NC(=O)c1ccn(C)n1)c1cccc(NC(=O)c2ccncc2)c1	-8	-5	2	12	-5	-3	-1	4	-9	-5	-51
Cc1occc1C(=O)NNC(=O)C1CCCC1	-3	5	0	3	8	1	9	4	11	-17	-7
COc1cc(OC)cc(C(=O)Nc2ccc(C(=O)NCC3CCCO3)cc2)c1 (stereo unspecified)	-5	-20	0	7	15	2	9	-1	-1	-5	3
Cc1cc(C)c(NC(=O)CN2CCOCCOCCOCCOCC2)c(C)c1	-3	·	-1	5	17	10	0	1	8	-5	-10
CCC(=O)c1ccc(OCC(=O)OCC(=O)N2CCCc3ccccc32)cc1	-1	-5	-1	-7	7	-5	6	14	4	0	-16
Cc1csc(NC(=O)c2ccc(N3CCCC3=O)cc2)n1	14	-4	2	20	33	-2	43	1	64*	39	-48
CCn1c(COc2ccccc2)nnc1SCC(=O)Nc1ccc(N2CCOCC2)cc1	-2	-6	-1	-1	-5	-1	11	-1	-8	10	-12
O=C1CS/C(=N\NC(=O)c2ccccc2)N1	5	-12	0	-6	15	5	·	15	-6	·	-12
CC(OC(=O)c1ccc(Cl)nc1)C(=O)NCc1ccc2c(c1)OCO2 (stereo unspecified)	3	-3	1	0	7	-2	3	-1	-7	1	-1
COC(=O)C1=C(C)N(C)C(=O)NC1c1ccc(O)c(OC)c1 (stereo unspecified)	3	-6	2	3	12	-12	·	9	2	5	-15
COC(=O)NC1CCC(CC2CCC(NC(=O)OC)CC2)CC1 (stereo unspecified)	-1	-1	2	-2	9	8	16	-2	-8	7	8
O=C(COC(=O)CSc1ccc([N+](=O)[O-])cc1)NC1CCCCCCC1	-2	-6	1	10	13	1	-6	-6	8	-11	-10
CC1(C)CC(=O)C/C(=N\NC(=O)c2cccs2)C1	-5	-7	4	-6	14	6	7	2	6	-5	-19
CNC(=O)CSc1nnnn1-c1ccc(C)cc1C	0	-6	-2	4	6	5	3	4	4	-11	-6
O=c1c2ccccc2nc(SCc2nnc(-c3ccccc3)o2)n1-c1ccccc1	-7	-8	3	-32	20	-5	3	6	4	-13	0
COC(=O)c1ccccc1NC(=O)N1c2ccccc2Sc2ccccc21	-1	-6	0	19	17	-1	5	2	31	18	-12
CCc1cc(=O)oc2c(CNCc3ccc(OC)cc3OC)c(O)c(Cl)cc12	15	-13	0	-6	15	0	9	11	-6	-5	-13
COc1cccc(NC(=S)N2CCC(N(C)CC3CCCO3)CC2)c1 (stereo unspecified)	8	-6	2	2	1	4	5	1	-4	2	-3
Cc1ccc[n+](/C(=C\C(=C=[N-])C#N)C(=O)c2ccc(Cl)cc2)c1	-4	-11	5	12	11	-3	-14	-4	2	-4	27
COc1c(C)cc(Br)cc1C(=O)Nc1ccc(S(N)(=O)=O)cc1	7	-7	1	16	12	-4	-5	-3	4	7	-1
Fc1ccccc1-c1nc(NCc2ccccc2)c2ccccc2n1	-4	-20	2	-2	15	-6	·	-8	23	·	-25
Cc1ccc2c(Cl)c(C(=O)N/N=C/c3cccn3C)sc2c1	0	-16	-4	5	-229	6	-62	-10	-146	8	-35
COCc1cc(C(C)=O)ccc1OCC(=O)Nc1ccc(NC(C)=O)cc1	-3	-3	-1	15	18	7	6	3	16	-5	5
Cc1cccc(OCC(=O)N/N=C\c2cccn2C)c1C	8	-5	-3	5	-11	-2	-17	9	-21	5	-19
COc1ccccc1C(=O)NCC(=O)N1CCN(S(=O)(=O)c2ccccc2C(F)(F)F)CC1	10	-2	1	-5	12	4	-2	-10	-2	-4	-13
C=CCNc1cc(F)ccc1S(=O)(=O)NCC=C	·	-4	·	0	3	-4	-1	11	10	-10	-57
c1ccc2c(Cn3ccnc3)cccc2c1	-5	-2	2	-4	3	4	-4	-3	0	2	-17
CCOC(=O)c1cnc2sccn2c1=O	-3	-10	2	7	5	-8	4	2	3	-14	-35
CC(=O)OCCN1CCN(C(=O)CN2C(=O)NC(c3ccccc3)(c3ccccc3)C2=O)CC1	-4	-5	2	0	13	8	1	3	-4	8	-24
